UBC13 polyUb: human UBC13 polyubiquitination inhibition; UBC13 polyubiquitin chain formation, TR-FRET; inhibition, % at 20 µM; 330,000 tested, 0.47% active; AID 485273; in the data active = inhibition above about 45%, passing the limit was not always enough
Target sequence (P61088 whole entry, looked up): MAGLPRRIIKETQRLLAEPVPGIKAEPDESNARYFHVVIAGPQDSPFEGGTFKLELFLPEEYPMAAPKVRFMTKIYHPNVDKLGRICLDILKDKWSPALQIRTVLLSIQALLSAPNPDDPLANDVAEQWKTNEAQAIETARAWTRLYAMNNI
HKDC1 inhibitor: inhibitors of human hexokinase HKDC1. Q2TB90. recombinant HKDC1, G6PDH/diaphorase resazurin coupled fluorescence. inhibition, % at 20 µM. 340,000 tested, 0.16% active. AID 493160;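 active = inhibition above about 35% when tested at 20 µM, limit read from the data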;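 also: plate controls were DMSO wells with enzyme for no effect and DMSO wells lacking enzyme for full effect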
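Assay system: recombinant HKDC1 hexokinase; detection: coupled resazurin fluorescence, excitation 525 nm, emission 613 nm; benchmarks: DMSO-plus-enzyme-mix negative control, buffer-substituted positive control; compound dosing: single 20 µM dose; schedule: 90 min at room temperature in dark; also added: glucose plus 1 mM ATP as hexokinase substrates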
MIN6 prolif: induces beta-cell replication in MIN6 cells. MIN6 cells proliferation, ATPlite luminescence, 48 h; cells starved in 0.2% serum; 100% = growth in 10% serum. proliferation, % at 10 µM. 330,000 tested, 0.29% active;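 active = compounds whose signal lies at least 3.5 SD above the mean of all wells on their plate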;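 also: 0% = DMSO-treated cells in low-serum medium and 100% = 10% serum control; some compounds called inactive have numbers as strong as hits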
SENP1 FRET inh: blocks the human SENP1 SUMO protease catalytic domain; AID 624204; recombinant SENP1 catalytic domain, CyPet-SUMO1-YPet FRET cleavage; Q9P0U3; 360,000 tested, 0.21% active; inhibition, % at 10 µM;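 active = inhibition at least 30% at 10 µM, raw YFP signal under a set limit, fluorescence ratio 0.5 to 1.5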;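 also: 0% = enzyme with DMSO and 100% = no enzyme wells; some results filed as inactive read as strong as hits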
Target sequence (Q9P0U3 419-644 limits assumed): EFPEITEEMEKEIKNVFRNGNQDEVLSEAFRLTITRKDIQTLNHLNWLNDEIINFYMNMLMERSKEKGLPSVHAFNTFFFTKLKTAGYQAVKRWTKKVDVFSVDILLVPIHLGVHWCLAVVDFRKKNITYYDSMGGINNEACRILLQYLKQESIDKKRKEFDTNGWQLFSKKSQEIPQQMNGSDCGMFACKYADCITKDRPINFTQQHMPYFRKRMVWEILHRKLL
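Compound: 10 µM single point, 0.5% DMSO; Test system: hSENP1 catalytic domain, recombinant; Timing: 50 min reaction at room temperature; Technique: FRET, CFP and YFP emission; Control set: no-enzyme wells low, DMSO-plus-enzyme wells high control.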
SENP7 block: inhibitors of human SENP7 protease; recombinant SENP7, Z-RLRGG-aminoluciferin luminescence, 40 min; Q9BQF6; AID 434973; 330,000 tested, 1.5% active; inhibition, % at 5 µM;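 active = inhibition above about 50% at the single test dose, limit read from the data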;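 also: plate controls were DMSO with enzyme for no effect and no enzyme buffer wells for full effect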
Target sequence (Q9BQF6 706-1050 limits assumed): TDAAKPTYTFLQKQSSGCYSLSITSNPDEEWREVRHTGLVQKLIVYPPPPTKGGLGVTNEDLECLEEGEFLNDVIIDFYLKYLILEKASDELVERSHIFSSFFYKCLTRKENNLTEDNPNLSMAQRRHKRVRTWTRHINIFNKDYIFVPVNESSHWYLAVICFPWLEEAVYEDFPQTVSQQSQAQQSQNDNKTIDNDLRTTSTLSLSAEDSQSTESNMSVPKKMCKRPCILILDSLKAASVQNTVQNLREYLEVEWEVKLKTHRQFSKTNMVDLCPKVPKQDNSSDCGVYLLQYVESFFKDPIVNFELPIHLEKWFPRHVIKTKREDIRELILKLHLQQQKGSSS
SENP8 block-1: inhibitors of human SENP8 protease. recombinant SENP8, Nedd8 substrate fluorescence. 360,000 tested, 0.64% active. AID 602440. Q96LD8. inhibition, % at 20 µM; in the data active = inhibition mostly above about 40%, no sharp cut-off; inactive = mostly below about 27%
Target sequence (Q96LD8 whole entry, looked up): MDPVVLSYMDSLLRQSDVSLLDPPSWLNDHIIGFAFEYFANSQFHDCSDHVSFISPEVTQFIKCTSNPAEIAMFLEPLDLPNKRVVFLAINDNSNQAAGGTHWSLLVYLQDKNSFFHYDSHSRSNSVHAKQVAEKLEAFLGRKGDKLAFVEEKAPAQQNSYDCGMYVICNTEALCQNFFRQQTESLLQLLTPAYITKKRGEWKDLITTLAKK
SENP6 inh: SENP6 protease inhibition; Q9GZR1; Recombinant SENP6 catalytic domain, aminoluciferin luminescence; inhibition, % at 10 µM; 330,000 tested, 1.8% active;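 active = inhibition above about 50% at the single tested dose, limit read from the data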;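 also: plate controls were DMSO wells with enzyme for no effect and DMSO wells lacking enzyme for full effect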
PfGluPho inh: PfG6PD (Plasmodium falciparum) enzyme inhibition | PfGluPho enzyme, NADPH resazurin-diaphorase fluorescence | inhibition, % at 20 µM | 350,000 tested, 0.78% active | AID 504690;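 active = inhibition reaching at least a set limit at 20 µM in the primary screen, cut at about 59% in these data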;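 also: 0% = DMSO wells with substrate and 100% = DMSO wells lacking glucose-6-phosphate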
SENP8 block-2: SENP8 protease inhibition; purified SENP8, Z-RLRGG-aminoluciferin cleavage, luminescence; inhibition, % at 10 µM; 330,000 tested, 1.2% active; AID 2540; in the data active = inhibition above about 50%
Starred values were filed as active, the others as inactive; nt = no result given.

SMILES | UBC13 polyUb | HKDC1 inhibitor | MIN6 prolif | SENP1 FRET inh | SENP7 block | SENP8 block-1 | SENP6 inh | PfGluPho inh | SENP8 block-2
COc1ccc(-c2nnn(CC(=O)NCc3ccc4c(c3)OCO4)n2)cc1OC | 2 | -2 | 0 | 1 | -6 | 8 | 7 | 13 | -2
O=C(O)c1cc(-c2cccs2)nc2ccc(F)cc12 | 10 | 0 | 0 | -8 | -2 | -483 | 19 | -7 | -3
COc1cccc(NC(=O)C(=O)N/N=C/c2ccc3c(c2)OCO3)c1 | 9 | -6 | -2 | 0 | 0 | -22 | 2 | -5 | -5
COc1ccc(-c2[nH]ncc2N=Nc2cc(C)cc(C)c2)cc1 | 18 | -9 | -6 | 4 | -8 | 16 | -16 | 14 | -4
COc1ccc(CN2CCNC(=O)C2CC(=O)O)cc1OC (stereo not given) | -1 | -3 | 5 | 0 | -5 | 3 | 0 | 8 | 9
CC(NC(=O)c1ccco1)C(c1cccs1)N1CCN(c2ccccc2F)CC1 (stereo not given) | 8 | -4 | -1 | 0 | -4 | 10 | -3 | 0 | 1
O=C(CCCc1c[nH]c2ccccc12)NCc1ccccc1C(F)(F)F | 5 | 3 | -1 | -1 | -7 | 7 | 9 | 13 | 6
CCCCCN(C(=O)CCC(=O)OCCOc1cccc(Cl)c1)c1c(N)n(CCCC)c(=O)[nH]c1=O | 1 | -7 | -1 | 1 | 3 | 10 | -2 | 6 | -6
O=C1NC(=Nc2cccnc2)S/C1=C\c1cccc(F)c1 | -9 | 2 | -2 | 15 | 2 | 10 | -11 | -7 | -1
CC1CCCC(NC(=S)NC(=O)c2ccco2)C1C (stereo not given) | 2 | 0 | -2 | 0 | -1 | 13 | 4 | 9 | -3
CCCNC(=O)CN1CCN(c2cc3ccccc3c(Cl)n2)CC1 | -2 | 8 | -2 | -8 | 6 | -178 | -7 | -21 | -1
O=c1c2ccccc2nc2n1CCCS2 | 5 | -7 | 1 | 1 | 11 | 4 | -40 | 0 | 6
CCOC(=O)c1cc(-c2ccccc2)n(CC(=O)Nc2cccc(OC)c2)c1C | 7 | -8 | -1 | 3 | -7 | 7 | -5 | 1 | -4
O=c1c(-c2c(O)cc(O)c3c2O[C@H](c2ccc(O)cc2)CC3)c(-c2ccc(O)cc2)oc2cc(O)cc(O)c12 | 29 | 2 | -2 | 1 | -4 | 12 | -25 | 0 | -3
Cc1c([N+](=O)[O-])ccc(S(=O)(=O)N2CCC(C(N)=O)CC2)c1C | -9 | -2 | 1 | 1 | 3 | 20 | 3 | -9 | 2
O=C(NCCCN1CCOCC1)c1ccc(-n2nc(C(F)(F)F)cc2-c2cccs2)cc1 | 8 | -1 | -5 | 2 | -8 | 14 | -5 | 4 | -12
CCOc1ccc(NC(=O)Cc2ccccc2)cc1 | 1 | -4 | 0 | 0 | 50 | 11 | 43 | -3 | 33
CCn1cc(CNc2nc3nonc3nc2N2CCCCC2)cn1 | -11 | -5 | -3 | 0 | 2 | 22 | 0 | 0 | 6
C/C(=N\NC(=O)c1nnn(-c2nonc2N)c1CN(C)c1ccccc1)c1ccc(O)cc1 | -2 | 3 | -2 | 1 | -5 | 17 | -9 | 35 | -6
COc1ccc(C)cc1COC(=O)c1[nH]c(C)c(C(C)=O)c1C | 12 | -2 | -3 | 4 | 5 | -3 | 4 | 20 | -2
Cc1cnc(NC(=O)c2sc(Nc3ccccc3)nc2N)o1 | -8 | 2 | -1 | 1 | -13 | 34 | -22 | 1 | -13
O=C(O)c1ccccc1C(=O)Nc1ccc(Br)c2cccnc12 | 6 | 14 | 0 | 0 | 7 | -12 | 24 | -8 | 3
COc1ccc(S(=O)(=O)N2Cc3ccccc3CC2C(=O)O)cc1 (stereo not given) | -21 | 3 | -2 | 0 | -1 | 4 | -2 | -5 | -14
COCc1cc(=O)[nH]c2cc(NC(=O)c3cccc(OC)c3)c(C)cc12 | 16 | -7 | 1 | -1 | -7 | -290 | 0 | 12 | -4
O=C(C(=O)N1CCOCC1)c1cn(CCOc2ccccc2)c2ccccc12 | 14 | -5 | -3 | 0 | 4 | 2 | -24 | 8 | -2
CC(C)(C)C1CCc2c(sc3c2C(=O)NC(c2ccco2)N3)C1 (stereo not given) | -14 | 5 | -3 | -31 | -1 | -186 | 1 | 43 | -10
CC(=O)NCC(=O)N(C)C(C(=O)Nc1ccc2c(c1)OCCO2)c1ccc(C)cc1 (stereo not given) | -3 | -2 | -1 | 0 | 1 | 6 | 10 | -10 | 2
CC(Sc1ccccc1)C(=O)N1CCN(S(=O)(=O)c2cccc(Br)c2)CC1 (stereo not given) | 0 | 0 | -2 | 1 | 0 | 9 | 11 | -10 | -1
CCOC(=O)CSC1=C(C#N)C(c2sccc2C)C(C(C)=O)=C(C)N1 (stereo not given) | 10 | -4 | -2 | -5 | 0 | 2 | -1 | 5 | 2
COCCN1C(=O)C(=O)/C(=C(/O)c2ccc(S(=O)(=O)N3CCCCC3)cc2)C1c1ccc(O)c(OC)c1 (stereo not given) | -10 | -2 | 1 | 2 | 6 | 20 | 5 | -26 | -15
CCn1c2ccccc2c2cc(NC(=O)c3cccc(OC)c3)ccc21 | -1 | 15 | -4 | 7 | 5 | 12 | 6 | 8 | 2
CCO[C@@H]1OC(C(=O)NCc2nc3ccccc3[nH]2)=C[C@H](C)[C@H]1CCCO | 9 | -3 | -2 | -2 | 4 | 12 | -16 | -15 | -5
CC(=O)N1N=C(c2cccs2)CC1c1cccc([N+](=O)[O-])c1 (stereo not given) | -10 | -10 | 2 | 3 | -14 | 16 | 1 | -21 | -11
COc1ccccc1-c1c(C)oc2cc(OCC(=O)OCc3ccccc3)ccc2c1=O | 4 | -4 | 0 | 4 | 13 | 13 | 0 | 17 | -5
O=C(CSCc1c(Cl)cccc1Cl)N1CCOCC1 | -10 | 3 | -2 | 1 | 1 | 25 | -3 | 15 | -8
C=CCN(c1ccccc1C(=O)O)S(=O)(=O)/C=C/c1ccccc1 | -9 | -3 | 0 | 2 | -5 | -3 | -7 | -9 | -8
Oc1ccc(C=Nc2ccc(N3CCOCC3)cc2)c(O)c1 | -19 | 9 | -1 | 39 | 2 | 0 | -2 | 38 | -23
CCOC(=O)Cn1nnnc1C(C(C)C)N(Cc1cc2c(C)cc(C)cc2[nH]c1=O)C1CCCC1 (stereo not given) | 23 | 2 | -3 | -6 | -1 | -130 | 2 | 25 | 5
Cn1c2c(c(=O)n(C)c1=O)C(c1ccc(C(F)(F)F)cc1)CC(=O)N2 (stereo not given) | 5 | 1 | 0 | -1 | 4 | 4 | -6 | 7 | -7
C=CCn1cc(C(=O)OC)c(=O)c2cc(S(=O)(=O)N3CCC(C)CC3)ccc21 | -4 | -11 | -1 | 0 | -5 | 1 | -12 | -1 | -4
CC1CCCC(NC(=O)COC(=O)c2cc3ccccc3oc2=O)C1C (stereo not given) | -3 | -1 | 1 | -9 | 7 | -242 | 0 | 5 | 1
Cc1noc(C)c1CSCC(=O)OCC(=O)NC1CCCCC1 | -3 | -3 | 2 | -2 | -7 | 21 | -2 | -3 | -9
NC(=O)C1CCN(c2nc(-c3cccc(Cl)c3)cs2)CC1 | 13 | -6 | -4 | 2 | 1 | 26 | -14 | 17 | -4
CCc1ccc(NC(=O)Cn2c3[n+](c4c(F)c(F)ccc42)CCCCC3)cc1 | 14 | -4 | -4 | -1 | -6 | 12 | -9 | -8 | -3
CC1CCCCC1NC(=S)NC(=O)c1sc2ccccc2c1Cl (stereo not given) | -1 | 0 | 1 | -39 | 5 | -52 | -7 | 0 | 4
CCOC(=O)C1CCN(C(=O)c2cc(S(=O)(=O)N3CCc4ccccc43)ccc2OC)CC1 | -2 | -2 | -1 | 0 | -9 | 4 | -20 | -3 | -8
Cn1[nH]c(CSc2ccc(Cl)cc2)cc1=O | -4 | -9 | -4 | 0 | 12 | 23 | -4 | -1 | -4
CC(C)(C)NS(=O)(=O)c1ccc(CCC(=O)O)cc1 | 10 | -8 | -1 | 2 | -1 | -1 | -1 | 9 | 8
CN(C)C(=O)c1cn(-c2ccccc2)nc1-c1cc2ccccc2oc1=O | 6 | 0 | -3 | 2 | 3 | -379 | 15 | 5 | 5
O=C(CSc1ccccn1)Nc1ccc(Cl)cn1 | 5 | -11 | -1 | 1 | 8 | 12 | 3 | 10 | 0
COc1ccc(NC(=O)CCCc2ccc(OC)c(C)c2)cc1 | -5 | 1 | -2 | -2 | -14 | -2 | 3 | -1 | -11
CC(C)(C)OC(=O)N(CCc1ccccc1)Cc1cccc(OCc2cccc(NC(=O)c3ccccc3)c2)c1 | nt | -3 | nt | 1 | nt | 5 | nt | 25 | nt
O=C(NCCOC(=O)c1ccc(C(=O)OCCNC(=O)c2cccnc2)s1)c1cccnc1 | 14 | -13 | 2 | 4 | -6 | 14 | -10 | 1 | -10
CCc1nnc(NC(=O)CSc2nnc(C)c(=O)n2N)s1 | -1 | -6 | -2 | 2 | -2 | 6 | 10 | 7 | 0
Cc1ccnc(NS(=O)(=O)c2ccc(N3C(=O)Nc4ccccc4N3O)cc2)c1 | 8 | -7 | -4 | 0 | 2 | 1 | -1 | -12 | 2
COc1ccc(NC(=O)CSCC(=O)Nc2sccc2C#N)cc1 | -3 | 5 | 2 | -8 | -18 | 0 | -4 | 7 | 7
Cc1ccccc1CN1CCNC(=O)C1CC(=O)NC1CCCCCCC1 (stereo not given) | -8 | 1 | -3 | -17 | 12 | -55 | -21 | -14 | -10
Cc1c(Cl)cccc1-n1c(SCC(=O)NCc2cccs2)nnc1-c1ccncc1 | 12 | -6 | -3 | -3 | 3 | -4 | 17 | -10 | 7
Cc1oc(C(=O)O)cc1CSCc1cc(C(=O)O)c(C)o1 | 2 | -2 | 0 | 0 | 4 | 20 | 0 | 12 | -2
Cc1c(-c2ccn[nH]2)cc(NC(=O)c2ccc(Cl)cc2)c(=O)n1N | -2 | -17 | -4 | -7 | 14 | -25 | -4 | 13 | -1
Cc1ccc(S(=O)(=O)N2[C@@H](c3ccccc3F)C(C(=O)O)=CC[C@H]2c2ccc(Cl)cc2)cc1 | -25 | 0 | -4 | 1 | -2 | 0 | 5 | -25 | 6
CN1CCN(/N=C/c2ccc(-c3ccc([N+](=O)[O-])cc3Cl)o2)CC1 | -82 | 5 | -2 | 79* | -11 | 36 | -14 | 3 | -7
CC(OC(=O)c1ccc(Cl)cc1)C(=O)NCc1ccc2c(c1)OCO2 (stereo not given) | 10 | -7 | 6 | 1 | -1 | 2 | 11 | 4 | 10

3 structures already listed, ordered by SMILES length, largest number first:
SMILES | UBC13 polyUb | HKDC1 inhibitor | MIN6 prolif | SENP1 FRET inh | SENP7 block | SENP8 block-1 | SENP6 inh | PfGluPho inh | SENP8 block-2
CN1CCN(/N=C/c2ccc(-c3ccc([N+](=O)[O-])cc3Cl)o2)CC1 | -82 | 5 | -2 | 79* | -11 | 36 | -14 | 3 | -7
CC(OC(=O)c1ccc(Cl)cc1)C(=O)NCc1ccc2c(c1)OCO2 (stereo not given) | 10 | -7 | 6 | 1 | -1 | 2 | 11 | 4 | 10
Cc1ccccc1CN1CCNC(=O)C1CC(=O)NC1CCCCCCC1 (stereo not given) | -8 | 1 | -3 | -17 | 12 | -55 | -21 | -14 | -10

Screens as filed in PubChem.

No enrichment for hits; about 4% have a hit in one of these screens.
